M17LAP inhibition – P. falciparum M17LAP inhibitors, primary screen, biochemical, fluorogenic H-Leu-NHMec substrate, 1536-well (AID 1619); recombinant M17LAP, H-Leu-NHMec fluorogenic kinetic assay; higher % means a stronger effect; inhibition, % at 30 µM; hits with a dose series show IC50 in µM; actives 0.38% (n = 220,000);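 active = compound inhibiting the enzyme by more than half at any dose during confirmatory dose-response retesting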;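 also: plate controls were full reaction with DMSO carrier for no effect and no enzyme background for full effect; strong numbers were not always called active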
Dynein transport – blocks dynein driven cargo transport along microtubules | 3617.4 mouse cells, GR-EGFP nuclear translocation imaging; test concentration mostly 20 µM; stimulated with dexamethasone, 1 µM; active compounds read low | z-score, hits read low | actives 0.47% (n = 220,000) | AID 1381;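 active = plate z-score of nuclear minus cytoplasmic receptor signal below a set negative limit, without overly bright fluorescence or cell loss, cut at about -3.5 in these data, passing the limit was not always enough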;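 also: z-score of nuclear minus cytoplasmic ring GR-EGFP intensity difference per well; some compounds called inactive have numbers as strong as hits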
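Buffer or medium: tet-free, stripped-serum medium; reagent: dexamethasone at 1.0 µM final, 30 min; incubation: 48 h induction, 1 h compound, 30 min dex at 37 °C; measured by: formaldehyde fixation, Hoechst nuclear stain, 10x automated fluorescence imaging; read-out: nuclear-to-cytoplasmic GR-EGFP distribution per well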
NOD2 inhibition – inhibition of NOD2-driven NF-kB reporter – cell-based, luminescence, uHTS, HEK293 (AID 1566); HEK293 NOD2/NF-kB luciferase reporter, luminescence; higher % means a stronger effect; inhibition, % at 4 µM, or EC50 in µM where a hit was titrated; actives 0.63% (n = 290,000); in the data active = inhibition above about 50%; also: many of its hits are not listed in these tables
Insulin prom up – MIN6 insulin promoter up-regulation | MIN6 insulin promoter-GFP reporter, high-content imaging; active compounds read high | actives 0.3% (n = 190,000) | z-score at 5 µM;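 active = z-score above 3 at 5 µM with at least 500 cells counted in the well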
Autophagy HCS – alters autophagy in cells | MEF GFP-LC3 puncta imaging; test concentration mostly 10 µM | calls only at 10 µM (by protocol) | actives 0.98% (n = 190,000) | AID 463193;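 active = percentage of spot-positive cells more than 3 SD above its plate mean, without a fluorescence outlier flag or 80% toxicity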;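 also: spot-positive cell cutoff set from DMSO-treated cells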
Yfh1-off respiration – mitochondrial function rescue without frataxin homolog – Friedreich's ataxia, plus single-dose screen, dose response (AID 1465); S. cerevisiae Yfh1-off respiration, WST-1 reduction, 72 h; higher fold induction means a stronger effect; one-dose fold induction at 50 µM; EC50 in µM for titrated hits; actives 0.074% (n = 220,000);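 active = fold induction of absorbance versus untreated yeast above a set limit, then at least 30% activation at any dose in follow-up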;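 also: activators that raise dye reduction in frataxin-depleted yeast; strong numbers were not always called active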
NOD1 NF-kB reporter – inhibition of NOD1-driven NF-kB reporter – cell-based, luminescence, uHTS, primary screen (AID 1578); NOD1-driven NF-kB luciferase reporter cells, luminescence; higher % means a stronger effect; inhibition, % at 4 µM; hits with a dose series show EC50 in µM; actives 1% (n = 290,000); in the data active = inhibition mostly above about 36%, no sharp cut-off; inactive = mostly below about 34%;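 also: HEK-293T reporter cells stimulated with the NOD1 agonist gamma-tri-DAP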
bCat nuc transl – beta-catenin nuclear translocation modulation; nuclear translocation activity, % at 5 µM; AID 1665; actives 0.3% (n = 190,000); HeLa beta-catenin nuclear translocation, immunofluorescence imaging;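 active = nuclear translocation activity above 50% at 5 µM, with a well cell count of 50 or more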;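 also: per-cell ratio of nuclear to cytoplasmic median beta-catenin stain intensity; plate controls were DMSO negative control for no effect and GSK-3 inhibitor IX positive control for full effect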
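Assay system: human HeLa cells, native beta-catenin; doses: 5 µM primary, 0.02–20 µM confirmation; incubation: compound treatment 24 h, 37°C, 5% CO2; technique: fluorescence imaging of beta-catenin antibody stain plus DAPI; measure: % activation, nuclear-to-cytoplasmic median beta-catenin signal ratio per cell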
MT stabilize HCS – microtubule stabilizers in HeLa cells. HeLa tubulin immunostaining HCS, 24 h; share of cells brighter than vehicle mean+2SD. % tubulin-high responders, % at 10 µM. actives 0.83% (n = 200,000). AID 2205;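 active = plate Z-score above 3 for both tubulin-high and condensed-nucleus cell shares, with cell loss under 80%, at 10 µM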;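 also: anti alpha tubulin signal scored within the nucleus-defined area of each cell; some results filed as inactive read as strong as hits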
Dynein transport cytoplasmic EGFP – also measured in Dynein transport; calls as there; z-score; measured here: cytoplasmic GR-EGFP intensity; active compounds read high
Dynein transport nuclear GR-EGFP – also measured in Dynein transport; calls as there; z-score; measured here: nuclear GR-EGFP intensity;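 lower value marks the stronger effect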
Dynein transport cell count – recorded beside Dynein transport, whose call it bears; z-score; measured here: cell count per field
Insulin prom up cell count – also measured in Insulin prom up; calls as there; cell count; measured here: cytotoxicity, nuclei count;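 total cells summed across four imaged fields per well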
bCat nuc transl cell count 5 µM – recorded beside bCat nuc transl, whose call it bears; cell count; measured here: cell count, cytotoxicity flag
MT stabilize HCS Hoechst-high % – recorded beside MT stabilize HCS, whose call it bears; % Hoechst-high responders; measured here: nuclear condensation Hoechst responders;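 share of cells brighter than vehicle mean plus two SD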
MT stabilize HCS cytotoxicity % – second read-out of MT stabilize HCS, no call of its own (marks repeat the call); toxicity, %; measured here: cytotoxicity by cell density;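 0% = mean cell density of plate MIN control wells and 100% = no cells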
Autophagy HCS cell loss 18 h – further read-out of Autophagy HCS, marked with its call; toxicity, %; measured here: cell loss, nuclei count;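 cell loss after 18 h compound exposure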
* marks the source's active call; other numbers are inactive results; i = inactive; x = not tested or not shown; + = active, no number. A portion of the library (hit frequency here may not be typical).

SMILES | M17LAP inhibition | Dynein transport | Dynein transport cytoplasmic EGFP | Dynein transport nuclear GR-EGFP | Dynein transport cell count | NOD2 inhibition | Insulin prom up | Insulin prom up cell count | Autophagy HCS | Autophagy HCS cell loss 18 h | Yfh1-off respiration | NOD1 NF-kB reporter | bCat nuc transl | bCat nuc transl cell count 5 µM | MT stabilize HCS | MT stabilize HCS Hoechst-high % | MT stabilize HCS cytotoxicity %
CC1(C)COC(c2cc([N+](=O)[O-])ccc2Cl)=N1 | -6.4% | 0.273 | -0.0886 | 0.585 | 0.817 | 11.1% | -0.32 | 1012 | i | -18.0 | i | 3.5% | -5.5 | 1172 | 1.3 | 1.0 | 7.0
COc1ccccc1/C=C(\NC(=O)c1ccc(OC)c(OC)c1)C(=O)Nc1cc([N+](=O)[O-])ccc1C | -9.1% | 0.0652 | -0.216 | 0.113 | 0.647 | 9.4% | x | x | i | 1.2 | i | -11.6% | -0.5 | 1119 | 2.0 | 2.1 | 8.1
CSCC[C@H](NC(=O)OC(C)(C)C)C(=O)NCC1CCC(C(=O)O)CC1 (stereo not given in full) | -0.9% | 0.268 | -0.246 | 0.099 | -0.212 | 14.2% | -0.06 | 1137 | x | x | i | -1.5% | -0.9 | 1394 | x | x | x
CC1(C)CC(N(Cc2ccccc2)C(=O)Cc2ccccc2)CCO1 (stereo not given) | -6.9% | 0.0436 | -0.269 | 0.123 | 0.557 | -19.4% | x | x | i | 11.1 | i | -14.0% | 0.2 | 955 | 1.7 | 2.0 | 5.8
Cc1ccc(S(=O)(=O)Nc2ccc(Cl)cc2)cc1NC(=O)c1cc2c(s1)CCCC2 | -5.2% | -0.542 | -0.00516 | -0.476 | 0.573 | 10.7% | x | x | i | 3.1 | i | 9.8% | 1.3 | 964 | 3.1 | 2.1 | 1.9
Cc1ccccc1Nc1c(-c2ccc(N3CCOCC3)cc2)nc2ncccn12 | -1.9% | -1.01 | -0.256 | -0.537 | 0.654 | 5.5% | -0.82 | 1103 | i | 21.4 | i | -36.8% | -1.8 | 1079 | 0.6 | 1.4 | 9.4
CCC(C)NC(=O)c1ccc2c(SCC(=O)O)c3c(nc2c1)CCCC3 (stereo not given) | 25.2% | 0.0474 | -0.25 | 0.988 | -0.139 | 3.5% | 0.79 | 1196 | i | 12.1 | i | -30.6% | -2.5 | 550 | 2.8 | 3.8 | 4.0
COC(=O)c1ccccc1NC(=O)CSc1nnnn1C1CCCCC1 | 5.0% | -0.602 | -0.121 | -0.375 | 1.59 | -4.6% | x | x | i | 5.4 | i | -17.0% | -0.4 | 1141 | 2.8 | 2.4 | 6.6
CCOc1cc(C(c2c(C)[nH][nH]c2=O)c2c(C)[nH][nH]c2=O)ccc1O | 61.0% | -0.486 | -0.239 | 0.0967 | 0.368 | 11.7% | -0.16 | 1537 | i | 35.5 | i | 3.3% | 0.0 | 1031 | 3.0 | 1.4 | 3.0
COc1ccccc1C(=O)C1CCCN(C(=O)c2cccc(-n3cccn3)c2)C1 (stereo not given) | 8.8% | -0.486 | -0.39 | -0.268 | 1.18 | 18.4% | -0.81 | 1533 | i | 3.8 | i | -20.8% | 1.8 | 960 | 2.3 | 1.5 | 4.8
Cc1cc(C)c2c(CC(=O)Nc3ccc(Cl)cn3)coc2c1 | -4.3% | -0.353 | -0.246 | -0.185 | 0.574 | 4.4% | x | x | i | 17.6 | i | -30.3% | x | x | 3.0 | 2.4 | 4.6
O=S(=O)(Nc1nccs1)c1ccc(Br)cc1 | 13.2% | -0.461 | -0.272 | -0.7 | 0.282 | -2.5% | 0.79 | 1363 | i | 2.1 | i | -11.6% | -0.6 | 1475 | 1.8 | 1.4 | 9.6

2 compounds from above, limited to Autophagy HCS and Insulin prom up.
Molecule	Autophagy HCS	Insulin prom up
Cc1ccc(S(=O)(=O)Nc2ccc(Cl)cc2)cc1NC(=O)c1cc2c(s1)CCCC2	i	x
Cc1ccccc1Nc1c(-c2ccc(N3CCOCC3)cc2)nc2ncccn12	i	-0.82

Later entries:
SMILES | M17LAP inhibition | Dynein transport | Dynein transport cytoplasmic EGFP | Dynein transport nuclear GR-EGFP | Dynein transport cell count | NOD2 inhibition | Insulin prom up | Insulin prom up cell count | Autophagy HCS | Autophagy HCS cell loss 18 h | Yfh1-off respiration | NOD1 NF-kB reporter | bCat nuc transl | bCat nuc transl cell count 5 µM | MT stabilize HCS | MT stabilize HCS Hoechst-high % | MT stabilize HCS cytotoxicity %
CN1C(=O)/C(=C\C(=O)c2cccs2)c2ccccc21 | 2.8% | -1.06 | -0.061 | -0.0164 | 0.545 | 26.5% | 0.54 | 1643 | i | 25.1 | i | 33.8% | -5.1 | 1109 | 4.6 | 4.4 | 5.8
CC(C)(C)c1cc(NC(=O)c2ccc(OC3CCCC3)cc2)no1 | -16.6% | -0.493 | 1.43 | -0.254 | 0.27 | -4.9% | -0.41 | 1163 | i | -2.2 | i | -36.2% | -2.4 | 568 | 3.7 | 3.5 | 4.9
CC1CCCN(C(=O)Cn2c(-c3nonc3N)nc3ccccc32)C1 (stereo not given) | 0.8% | -0.449 | -0.354 | 0.0734 | 0.00893 | -3.6% | 0.42 | 1372 | i | -1.5 | i | -14.3% | -3.4 | 1497 | 3.1 | 0.9 | 5.6
Cc1ccc(C(C(=O)NCc2ccccc2)N(Cc2cccs2)C(=O)c2ccc3c(c2)OCCO3)cc1 (stereo not given) | 6.2% | -1.65 | -0.149 | -0.694 | 0.89 | 18.1% | -1.25 | 1438 | + | 7.0* | i | 14.8% | -2.2 | 1219 | 8.1 | 23.6 | 21.1
Cc1ccccc1CSCC(=O)Nc1c(C)n(C)n(-c2ccccc2)c1=O | 4.3% | -0.371 | -0.234 | -0.026 | 0.755 | 14.5% | 0.32 | 1280 | i | 27.5 | i | 8.0% | -5.6 | 541 | 3.2 | 1.8 | 4.1
Cc1cccc(NC(=O)c2ccc(C(=O)c3ccccc3)o2)c1 | 0.4% | -0.637 | 1.08 | 0.21 | -0.244 | -102.0% | 0.55 | 1480 | i | 24.2 | i | -53.1% | -0.8 | 1587 | 1.8 | 1.7 | 8.9
O=C(O)C1CCCN(S(=O)(=O)c2cccc3cccnc23)C1 (stereo not given) | 2.2% | 1.99 | -0.178 | 1.18 | -0.385 | 10.0% | -0.26 | 2011 | i | 14.2 | i | -21.7% | 1.1 | 1170 | 1.7 | 1.4 | 1.5
O=c1cc(C(Cl)(Cl)Cl)oc2c1ccc1ccccc12 | -3.5% | -3.98* | 0.197* | -1.64* | 0.207* | -4.0% | -3.8 | 917 | + | 73.8* | i | 82.3%* | -0.7 | 818 | 2.6 | 3.5 | 11.3
Cn1ccc(C(=O)Nc2ccc(Br)cc2Br)n1 | 2.7% | 2.17 | -0.066 | 1.03 | -1.97 | -2.0% | 0.66 | 1156 | i | 4.6 | i | 5.7% | 5.5 | 459 | 4.2 | 2.8 | 7.1
COc1ccccc1-c1nc(NC(C)=O)n[nH]1 | 2.5% | 0.628 | -0.312 | -0.0691 | 0.199 | 6.2% | -0.13 | 1632 | i | 18.5 | i | -20.1% | -3.9 | 883 | 3.6 | 1.4 | 1.8
CC1=NN(C(N)=S)C(C)(C)C1 | 8.0% | -0.138 | -0.154 | -0.0288 | 0.856 | -5.4% | -0.7 | 1382 | x | x | i | -13.7% | -0.2 | 1236 | x | x | x
C[C@@]12CCC=C[C@H]1[C@H](c1ccc(/C=C/c3ccccc3)cc1F)N(Cc1ccccc1)C2=O | -8.9% | 0.424 | -0.61 | 0.158 | -0.814 | -4.2% | x | x | x | x | i | 11.5% | 1.9 | 1087 | x | x | x
Cc1ccc(OC(=O)CCC(=O)Nc2ccc(Br)cc2)cc1 | -12.2% | 0.242 | -0.236 | -0.296 | 0.157 | -0.4% | -0.18 | 1369 | i | -14.4 | i | -36.0% | -2.0 | 951 | 3.8 | 2.0 | 8.8
CCOC(=O)c1c(C)nc(C)c2c(=O)oc3ccccc3c12 | -0.9% | 0.752 | -0.258 | 0.5 | -0.312 | -13.2% | -0.27 | 1111 | i | 13.1 | i | -40.7% | 4.0 | 1146 | 4.1 | 2.8 | 0.9
Cc1cccc(NCCC#N)c1 | 3.2% | 0.528 | -0.319 | -0.0265 | 0.425 | 12.1% | x | x | i | -2.6 | i | 5.7% | 0.9 | 904 | 2.8 | 1.2 | 1.0
COc1cc(/C=C(\NC(=O)c2ccccc2)C(=O)N2CC3CC(C2)c2cccc(=O)n2C3)cc(OC)c1OC (stereo not given) | 14.6% | -0.316 | -0.269 | 0.285 | 0.0661 | 21.9% | 0.02 | 960 | x | x | i | 3.8% | 0.1 | 1353 | x | x | x
O=C(Cn1nc(C(=O)O)c2ccccc2c1=O)NCc1ccco1 | -5.7% | 0.397 | -0.337 | -0.0887 | 0.189 | 8.4% | 0.1 | 1311 | i | 0.9 | i | -39.8% | -4.7 | 1139 | 3.7 | 1.8 | 11.3
CCN(CC)S(=O)(=O)c1ccc(C)c(N=C=S)c1 | 6.5% | 0.655 | -0.189 | 0.474 | -1.13 | 15.5% | -0.8 | 1212 | i | -3.4 | i | -6.4% | 1.8 | 973 | 1.6 | 2.7 | 5.9
COc1cccc(C(=O)NNC(=O)c2ccccc2Br)c1 | 1.5% | 1.02 | -0.207 | 0.112 | -1.14 | 9.5% | -0.09 | 1616 | i | 0.1 | i | 14.1% | 2.5 | 1333 | 1.4 | 1.7 | 0.9
